Tb PYK inh = blocks Trypanosoma brucei pyruvate kinase; Q57TT1; TbPYK enzyme, Kinase-Glo Plus ATP luminescence, 45 min; Potency, µM (top dose mostly 76.8 µM), for inactives: top-dose activity, negative = inhibition, most hits filed as inhibitors; 410,000 tested, 0.12% active; AID 624173; note: nearly all actives have a fitted effect of over 50% in size
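ADP (130 uM final) triggers the TbPYK reaction after compound addition; incubation is 45 min at room temperature. Kinase-Glo Plus is then added and luminescence imaged. Normalized data are fitted to concentration-effect curves.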
AMA1 RON2 block = AMA1-RON2 (P. falciparum) interaction inhibition; AlphaScreen AMA1-biotinylated RON2 peptide binding; 360,000 tested, 0.2% active; Potency, µM (titrated, usually from 58.2 µM), inactives show at the highest dose activity change, negative = inhibition, usual class: inhibitors;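 note: 0% = vehicle wells and -100% = peptide control; nearly all actives have a fitted effect of over 45% in size; some results filed as inactive show a strong effect at the top dose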
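AMA1 (3D7) with his tag at 25 nM final met compounds first, then biotinylated RON2 peptide at 25 nM; detection used donor plus acceptor beads, 10 µg/mL apiece, read by AlphaScreen after 30 min at room temperature.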
The depositor's hits bear a star; ? = inconclusive; [ ] = another dose, or the depositor's remark. Calls come from the whole dose curve; as a rule, active = well fitted curve in the direction sought with a large enough effect; inconclusive = small, poorly fitted or top-dose-only effect, or another doubt; inactive = no such curve, though single readings can be large; an effect the other way counts as inactive or inconclusive. Unless noted, % is set by controls: 0 for no effect and ±100 for the full control effect; potency is the fitted concentration of half-maximal effect. The list is partial; count on the stated rates, not on these rows.

Molecule	Tb PYK inh	AMA1 RON2 block
CC1(C(=O)NS(=O)(=O)c2cccc(Cl)c2)CCN1C(=O)CC1CC1 (stereo not given)	3.8%	-0.2%
COc1ccc(Br)cc1C1=CC(=O)C[C@H](c2ccc(F)cc2)C1	-5.0%	-6.9%
CC(C)Cc1ccc(-c2cc3nc(NCCOc4ccccc4)ccn3n2)cc1	5.1%	9.8%
CC(=O)N1CCN(CC(C)(C)NS(=O)(=O)c2ccccc2)CC1	0.7%	1.9%
Cc1ccc(C(=O)N/N=C/c2cccnc2)cc1Cl	-2.1%	0.0%
CNc1cnc(-c2ccc(O)c(OC)c2)cn1	-2.0%	-5.2%
O=C(CN1CCN(C(=O)c2ccc(-c3nc4ccccc4s3)o2)CC1)Nc1cccc(F)c1	-7.5%	10.9%
CCOC(=O)C1(NC(=O)CN2C(=O)c3ccccc3C2=O)CCCC1	3.7%	13.1%
CCN(CC)C(=O)C1=C(C)N(Cc2ccc(F)cc2)C(=O)C(CC(=O)NCc2cccc3ccccc23)C1 (stereo not given)	-8.6%	20.2%
CCCNC(=O)Cn1c(=O)/c(=C/c2ccc(-c3ccc([N+](=O)[O-])cc3)o2)s/c1=C\C(=O)C(C)(C)C	-3.8%	-6.5%
CN(Cc1ccccc1)C(=O)c1ccc2c(c1)S(=O)(=O)N=C1CCCCCN12	-6.7%	3.5%
COc1ccc(C(O)c2nc(-c3cc(F)cc(Cl)c3)cs2)cc1 (stereo not given)	0.6%	7.4%
COc1cc(C)c2c(c1OC)C(=O)CC2	2.6%	1.3%
O=C(CN1CCN(S(=O)(=O)c2ccc(Cl)c(C(F)(F)F)c2)CC1)NC(=O)NC1CCCCC1	0.0%	-4.0%
CC(C)C[C@H](NC(=O)c1nc[nH]c1C(=O)NCCCCCN)C(=O)OCc1ccccc1	0.2%	38.5%[activator]
COc1cccc(OC)c1C(=O)OCC(=O)NCCNC(=O)COC(=O)c1c(OC)cccc1OC	3.3%	11.0%
O=[N+]([O-])c1ccc(N=Nc2ccc(O)c3ccccc23)cc1	-15.8%	-26.6%
CC1(C(=O)NS(=O)(=O)c2cccc(Cl)c2)CCN1C(=O)Cc1ccsc1 (stereo not given)	0.9%	-7.6%
Cc1ccc(S(=O)(=O)NN=C2CC(C)(C)OC2(C)C)cc1	2.5%	-5.0%
CC1(C(=O)NS(=O)(=O)c2cccc(Cl)c2)CCN1C(=O)CCc1ccc(Cl)cc1Cl (stereo not given)	0.6%	-4.2%
O=C1NC(=O)C2(CCC(C3CCCCC3)CC2)N1 (stereo not given)	-0.2%	3.5%
C[C@H](CO)N1C[C@H](C)[C@@H](CN(C)S(=O)(=O)c2cn(C)cn2)Oc2ccc(NC(=O)C3CC3)cc2C1=O	2.4%	1.9%
O=C(Nc1ccccc1N1CCOCC1)c1cccc2ccccc12	-9.8%	-6.7%
C=CC[C@@H](CC(=O)N[C@H](CO)Cc1ccccc1)C(=O)N[C@H](COC(=O)[C@@H](CC=C)Cc1ccc(F)cc1)Cc1c[nH]c2ccccc12	1.7%	-15.6%
CCN(CC)c1ccc(C=Nc2cccc(S(=O)(=O)N3CCOCC3)c2)c(O)c1	1.6%	8.4%[11.6 µM]
CC(=O)Nc1ccc(CN2CCC2(C)C(=O)NC2CCN(Cc3ccccc3)CC2)cc1 (stereo not given)	2.6%	-4.1%
Cc1ccccc1S(=O)(=O)NC(=O)C1(C)CCN1C(=O)CCc1ccccc1 (stereo not given)	0.1%	0.3%
CCC(c1nnnn1C1CCCC1)N1CCC2(CC1)C(=O)NCN2c1ccccc1 (stereo not given)	4.3%	8.6%
O=C1CC(c2ccc(Cl)cc2)Oc2ccc(Cl)cc21 (stereo not given)	16.2%	16.0%
S=C1SCN(CCc2ccccc2)CN1CCc1ccccc1	-10.5%	131.3%[activator]
CCN(CC)CCOC(=O)C(Cc1ccco1)Cc1cccc2ccccc12 (stereo not given)	5.1%	25.1µM*
O=c1cc(CN(Cc2ccccc2)Cc2ccccc2)c2ccccc2o1	-2.8%	18.8%
CCCCC(=O)OC1CCC2C3CCc4cc(O)ccc4C3CCC12C (stereo not given)	6.3%	4.9%
COc1cc(OC)c(C(=O)Nc2cc(S(=O)(=O)N3CCOCC3)ccc2N2CCOCC2)cc1OC	5.3%	-5.5%
Cc1noc(C)c1NC(=O)N(C)C[C@@H]1Oc2ccc(NC(=O)Cc3cn(C)c4ccccc34)cc2CC(=O)N([C@H](C)CO)C[C@@H]1C	-1.6%	63.3%[activator]
COc1ccccc1CC(O)CC1c2c(cc3c(c2OC)OCO3)CCN1C (stereo not given)	-0.1%	-2.0%
CCCCCCN1C[C@H](O)[C@@H](n2cc(-c3ccc(F)cc3)nn2)C[C@@H]1c1ccccc1	-0.9%	-10.9%
CC[C@]12c3[nH]c4cc(-c5ccco5)ccc4c3CCN1C(=O)[C@@H](CC(=O)NCCCOC)C[C@@H]2C(=O)N1CCN(C(=O)c2ccco2)CC1	-8.9%	-11.9%
COc1ccc(OC)c2sc(N3CCN(c4ccccc4)CC3)nc12	-1.0%	?
COc1cc(-c2nnc(COC(=O)c3cccn3C)o2)cc(OC)c1OC	3.2%	-20.7%
N#Cc1ccc(-c2nc3ccc(Cl)cn3c2Cc2ccsc2)cc1	-8.2%	-0.6%
COc1ccc2c(c1)C(=O)O[C@@H](c1ccccc1)C[C@@H](O)C(=O)CC2	-5.2%	1.5%
Cc1cccc(C)c1NC(=O)CNC(=O)CNC(=O)c1ccc2ccccc2c1	-1.7%	12.9%
CC(C)(C)OC(=O)C[C@@H]1C/C=C\C[C@@H](CC(=O)N(CCO)Cc2ccccc2)C(=O)NCCOC1=O	-0.2%	8.3%
CCc1ccccc1S(=O)(=O)Cc1ccc(C(=O)NC(C)C)o1	-7.6%	-6.0%
Cc1ccc(Cc2c(-c3ccc(Cl)cc3)nc3cc(C)c(Br)c(C)n23)cc1	5.9%	-2.6%
CC(=O)Nc1cc(-c2ccc(N(C)C)cc2)cn2c(-c3ccc(F)cc3)cnc12	4.4%	?
CN(CCCn1cnc2c(OCc3ccccc3)ncnc21)Cc1ccco1	7.4%	-6.2%
CCCCNC(=O)C1(C)CCCCN1C(=O)c1ccno1 (stereo not given)	-0.1%	6.1%
CC(C)N(C(=O)[C@H]1C[C@H](CC(=O)NCCCn2ccnc2)C(=O)N2CCc3c([nH]c4cc(-c5ccco5)ccc34)[C@]12C)C(C)C	0.7%	-2.8%

(next part)
Molecule	Tb PYK inh	AMA1 RON2 block
O=C1NCCOC(=O)[C@H](Cc2ccc(F)cc2)C/C=C\C[C@H]1CC(=O)N(CCO)Cc1ccccc1	-6.5%	-20.6%
N#Cc1cc([N+](=O)[O-])ccc1NC(=O)COC(=O)C1CCC(=O)N1 (stereo not given)	-0.5%	8.8%
CC(C)N1CC(COc2ccccc2Cl)OC1=O (stereo not given)	-3.5%	11.7%
CC(C)(C)c1ccc(NC(=O)c2ccc3c(c2)S(=O)(=O)c2ccccc2C3=O)cc1	3.9%	5.2%
C=CC[C@H](CC(=O)N(CCO)Cc1ccccc1)C(=O)N[C@H](COC(=O)[C@@H](CC=C)CC(=O)OC(C)(C)C)c1ccccc1	-3.8%	-2.9%
O=C(NCCCCO)c1c(-c2ccccc2)oc2c1C(OCCCCCO)CCC2 (stereo not given)	8.0%	-14.4%
O=C(Cc1ccc(F)cc1)Nc1cc(S(=O)(=O)N2CCOCC2)ccc1N1CCCCC1	-0.8%	-9.7%
CCNC(=O)C1(C)CCCN(Cc2cccc3ccccc23)C1 (stereo not given)	0.6%	10.9%
O=C(Cc1ccc(NC(=O)C2CCCN(C(=O)CCc3ccccc3)C2)cc1)Nc1cccc(C(=O)N2CCCC2)c1 (stereo not given)	-0.4%	-4.3%
COCC(C)n1c(C)cc(C(=O)COC(=O)c2nn(C)c(=O)c3ccccc23)c1C (stereo not given)	4.2%	-12.4%
O=C(c1[nH]c(C(F)(F)F)nc1-c1ccccc1)N1CCN(C/C=C/c2ccccc2)CC1	-3.7%	-17.1%
O=C(NC1=CC(=O)c2ccccc2C1=O)c1ccccc1	-8.6%	?
O=C1NCN(c2ccccc2)C12CCN(C(c1ccccc1)c1nnnn1-c1ccc3c(c1)OCCO3)CC2 (stereo not given)	-7.0%	-12.4%
CC(=O)N1CCN(CC(=O)Nc2cc(S(=O)(=O)N3CCCCC3)ccc2C)CC1	8.2%	-1.2%
O=C(Nc1cccc(Cl)c1Cl)c1csc([C@H]2C[C@H](O)[C@@H](CO)O2)n1	0.8%	28.7%
CC(=O)Nc1sc(C)c(C)c1C(=O)OCC(=O)Nc1ccccc1C(F)(F)F	-9.9%	-6.3%
CC(C)(C)OC(=O)N1CCc2onc(-c3ccc([N+](=O)[O-])cc3)c2C1=O	1.7%	5.4%
Cc1nc2[nH]c(=O)n(O)c(=O)c2s1	-3.6%	72.0%[activator]
CN(C)CCNc1ncnc2c1ncn2[C@H]1CN(Cc2cccnc2)C[C@@H](CO)O1	-2.2%	81.4%[activator]
CCN(C[C@H]1N[C@@](C)(C(=O)OC)[C@H]2C(=O)N(Cc3ccccc3)C(=O)[C@@H]12)C(=O)c1ccc(F)cc1	0.7%	-0.8%
CCOC(=O)Cc1ccc(Nc2nc(NCc3cccs3)nc3ccsc23)cc1	-2.3%	-14.4%
CC(=O)N1C[C@@H](CO)[C@@H](N(C)C(=O)c2ccco2)C[C@H]1c1ccccc1	0.7%	12.5%
CCN1C[C@@H]2[C@@H]3C(=O)N(Cc4ccccc4)C(=O)[C@@H]3[C@](C)(C1=O)N2C(=O)c1ccc(Cl)cc1	-5.3%	2.0%
Cc1noc(C)c1NC(=O)Nc1cccc2c1O[C@@H](CN(C)C)[C@@H](C)CN([C@H](C)CO)C2=O	0.1%	16.1%
CCCCCCCCN1C(=O)[C@H](CC(=O)NCC23CC4CC(CC(C4)C2)C3)C[C@@]2(C(=O)OC)CCCCC=C12	-0.5%	1.3%
O=C(NNC(=O)c1cc2ccccc2o1)c1ccncc1	-4.9%	?
Cc1ccc(NC(=S)NNc2ccc(C(=O)O)cc2[N+](=O)[O-])cc1C	?	37.0%[activator]
O=C1CCCCC1Sc1ccc(Cl)cc1[N+](=O)[O-] (stereo not given)	4.3%	-16.5%
COc1ccc(-c2ccc(N)[n+](CCCC(=O)O)n2)cc1	7.0%	-2.8%
COCCNC(=O)C1(C)CCCN(C(=O)c2cc(C)oc2C)C1 (stereo not given)	0.5%	0.6%
Cc1ccc(Cn2c(C(C)Nc3nc(-c4ccc(F)cc4)cs3)nc3cc(C(F)(F)F)ccc32)cc1 (stereo not given)	0.4%	27.3%
CN(C)CCC1(C2=CCCC2)CC/C(=C/c2ccc(Cl)cc2)C1=O (stereo not given)	-7.7%	-8.1%
C[C@H](CO)N1C[C@H](C)[C@H](CN(C)C(=O)CC2CC2)Oc2cc(Br)ccc2S1(=O)=O	-8.7%	1.5%
CCOC(=O)c1ccccc1OC(=O)NNc1ccccc1	11.2%	8.6%
COc1cc(OC)cc(C(=O)N2CCN(S(=O)(=O)c3ccc4c(c3)OCCO4)CC2)c1	-1.5%	-11.0%
COC(=O)c1c(-c2ccc(OC)cc2)sc2ccc(-c3ccc4c(c3)OCO4)cc12	-5.9%	-3.7%
CC(=O)N1CCc2nc3ccccc3cc21	-4.6%	8.8%
NS(=O)(=O)c1ccc(N2C(=O)CCCC2=O)cc1	1.1%	-7.3%
C[C@H](CO)N1C[C@H](C)[C@@H](CN(C)C(=O)Nc2ccc3c(c2)OCO3)Oc2ccc(NS(=O)(=O)c3ccccc3)cc2C1=O	-6.9%	0.0%
CC(C)C[C@H]1CN(CCCC[C@H]2CNC(=O)C(=O)N2CCc2ccccc2)C(=O)C(=O)N1CC1CCCCC1	2.9%	6.6%

2 of the compounds above, as labelled records:
CCC(c1nnnn1C1CCCC1)N1CCC2(CC1)C(=O)NCN2c1ccccc1 (stereo not given)
- Tb PYK inh: 4.3%
- AMA1 RON2 block: 8.6%

O=C1CC(c2ccc(Cl)cc2)Oc2ccc(Cl)cc21 (stereo not given)
- Tb PYK inh: 16.2%
- AMA1 RON2 block: 16.0%

(further entries)
Molecule	Tb PYK inh	AMA1 RON2 block
CCNC(=O)C1(C)CCN(C(=O)c2c(-c3ccccc3)noc2C)C1 (stereo not given)	6.7%	12.5%
Cn1c(=O)c2cc(NC(=O)NCc3ccc(Cl)cc3Cl)ccc2n1Cc1ccccc1	1.4%	0.0%
C[C@@H]1CN([C@@H](C)CO)C(=O)Cc2cc(NS(=O)(=O)c3ccccc3)ccc2O[C@H]1CN(C)S(C)(=O)=O	-1.1%	-23.3%
CCCCn1nnnc1C(c1cc2ccccc2o1)N1CCN(c2ncccc2C#N)CC1 (stereo not given)	-5.0%	0.8%
COC(=O)c1ccc2c(=O)[nH]c(COC(=O)c3[nH]c(C)c(C(C)=O)c3C)nc2c1	-3.3%	15.8%
Cc1[nH]nc(C(F)(F)F)c1CCC(=O)NC1CCCCCC1	0.3%	21.3%
COc1ccc(OCCCC(=O)OCC(=O)N2CCN(S(=O)(=O)c3ccc(C)cc3C)CC2)cc1	4.2%	5.2%
